# Source: PubChem (National Center for Advancing Translational Sciences (NCATS))
# hERG WT inh: qHTS for Inhibitors of KCHN2 3.1: Wildtype qHTS. Voltage-gated inwardly rectifying potassium channel KCNH2 (Homo sapiens), Q12809. U2OS, BacMam KCNH2, thallium flux FluxOr; hits give low values. activity change, % at 1.84 µM. 340,000 tested, 0.37% active. AID 720551, 2013;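 active means maximum activity change below -70%; inconclusive means maximum activity change between -70% and -50%; inactive means maximum activity change above -50%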; further: on the % scale 0 is the no-effect control and ±100 the full control effect
#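 U2OS cells transduced with wild-type KCNH2 virus are loaded with FluxOr dye for 45 min, and thallium flux is measured in kinetic reads before and after stimulation buffer. Rate constants are normalized to DMSO controls.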
# AT treatment: qHTS Assay for Identifying a Potential Treatment of Ataxia-Telangiectasia; 320,000 tested, 0.19% active; […] A-T fibroblasts, KAP-1 phosphorylation AlphaLISA; neocarzinostatin DNA damage 30 min before lysis; Potency, µM (titrated, usually from 57.5 µM), inactives show at the top dose activation, hits mostly activators; further: potency means the concentration at half of the fitted maximal effect; % of control where 0% means no effect; nearly all actives have a fitted effect of over 45% in size
#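 ATM-like activity read as KAP-1 phosphorylation via AlphaLISA donor/acceptor antibody pairs after lysis and 6 hr at 25C. Cells were ATM-null patient fibroblasts ([…], hTERT), dosed 60 min, then exposed to the DSB inducer NCS for 30 min.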
# MLL CXXC-DNA inh: qHTS Fluorescence Polarization Assay for Inhibitors of MLL CXXC domain - DNA interaction; 290,000 tested, 0.037% active; Potency, µM (doses to about 115 µM), without a hit: at the top dose activity change, negative = inhibition, actives largely listed as inhibitors; MLL-CXXC / FITC-HOXA9 DNA fluorescence polarization; AID 2662, 2010; active means well fitted inhibition curve with a large enough effect in the polarisation, with a control signal flat, not every such curve was filed as active; inconclusive means small, poorly fitted or top-dose-only effect, or effect the other way, or a change in a side signal; inactive means no such curve, though single readings can be large or run the other way; the % refers to the polarisation; further: potency means the concentration at half of the fitted maximal effect
#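 Fluorescence polarization: 7 uM MLL-CXXC (stock) preincubated 5 min with compounds, then 50 nM fluorescein-HOX-A9 DNA (stock) added; 30 min ambient. Buffer 50 mM Tris-HCl pH 7.5, 50 mM NaCl, 1 mM DTT, 0.05% BSA.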
# TSHR antag: Antagonists of the Thyroid Stimulating Hormone Receptor: HTS campaign; TSHR-expressing cells, TSH-stimulated cAMP HTRF, 2 h; hits give low values; activity change, negative = inhibition, % at 11.5 µM; 330,000 tested, 0.2% active;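 active means activity change below a set negative limit, meaning inhibition stronger than a set level, cut at about -70% in these data; inconclusive means activity change between two set negative limits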; further: on the % scale 0 is the no-effect control and ±100 the full control effect
#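 Cell-based HTRF cAMP assay; TSHR cells + compound, TSH EC80 (4nM final), 2 h, 37 deg C. Lysis with anti-cAMP cryptate and cAMP-d2, 30 min RT, read 665/620 nm.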
# Coupling enz: qHTS Assay for Inhibitors of Fructose-1,6-bisphosphate Aldolase from Giardia Lamblia: Coupling assay counterscreen. coupling enzyme system counterscreen, AmpLite Red fluorescence. activity change, negative = inhibition, % at 58.2 µM, hits read low. 290,000 tested, 0.67% active. AID 2472, 2010; in the data active means activity change below about -30%; further: on the % scale 0 is the no-effect control and ±100 the full control effect
#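 Fluorescence at 525 nm excitation and 598 nm emission measured inhibition of the coupled detection system without aldolase. Compounds (at 57.5 uM final) were preincubated 10 min at room temperature with coupling enzyme reagent before a 20 min substrate/AmpLite Red step.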
# Tb PFK block: qHTS Assay to Find Inhibitors of T. brucei phosphofructokinase; ATP-dependent 6-phosphofructokinase (Trypanosoma brucei brucei), O15648; T. brucei PFK, ADP-Glo luminescence; 330,000 tested, 0.17% active; Potency, µM (highest dose often 57.5 µM), inactives show at the highest dose activity, negative = inhibition, hits mostly inhibitors;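 further: potency means the concentration at half of the fitted maximal effect; 0% = uninhibited 1x PFK enzyme wells and -100% = no-enzyme wells; nearly all actives have a fitted effect of over 60% in size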
# Target sequence (O15648 whole entry, looked up): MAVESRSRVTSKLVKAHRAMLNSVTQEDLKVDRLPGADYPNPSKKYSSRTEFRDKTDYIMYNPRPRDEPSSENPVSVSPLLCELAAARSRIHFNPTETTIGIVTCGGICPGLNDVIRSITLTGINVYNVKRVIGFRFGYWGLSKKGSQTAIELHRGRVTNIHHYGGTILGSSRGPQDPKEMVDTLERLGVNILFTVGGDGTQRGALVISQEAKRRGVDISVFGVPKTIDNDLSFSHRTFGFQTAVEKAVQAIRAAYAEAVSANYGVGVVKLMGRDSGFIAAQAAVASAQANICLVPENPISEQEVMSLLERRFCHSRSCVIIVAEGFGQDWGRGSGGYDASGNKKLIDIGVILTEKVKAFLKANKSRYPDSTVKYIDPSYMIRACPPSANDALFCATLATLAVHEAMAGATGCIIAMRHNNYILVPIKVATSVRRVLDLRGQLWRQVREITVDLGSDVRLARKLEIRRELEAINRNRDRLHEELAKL
#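 In TEA buffer at pH 8.0 with 5 mM MgCl2, enzyme (1.25 nM) converted F6P (0.5 mM) and ATP (0.1 mM) for 45 min at room temperature. ADP product was read by luciferase luminescence.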
# Chronic BCR inh: qHTS Assay to Find Inhibitors of Chronic Active B-Cell Receptor Signaling | ABC-DLBCL IkBa-CBG/CBR reporter, luminescence ratio, 4 h | Potency, µM (doses to about 46.1 µM), inactives show at the top dose ratio change, negative = lower green/red ratio, actives largely listed as inhibitors | 340,000 tested, 0.05% active; active means well fitted inhibition curve with a large enough effect in the signal ratio, with a control signal flat, not every such curve was filed as active; inconclusive means small, poorly fitted or top-dose-only effect, or effect the other way, or a change in a side signal; the % refers to the signal ratio;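 further: potency means the concentration at half of the fitted maximal effect; plate controls were basal doxycycline-induced cells for no effect and cells given 10 µM MG132 for full effect; MG132 reads +100%, hits lower the ratio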
#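 TMD8 ABC-DLBCL cells carrying doxycycline-inducible green luciferase fused to IkappaBalpha plus unfused red luciferase were exposed to compounds (up to 46 uM) for 4 hrs at 37C. Activity came from the overlap-corrected green/red luminescence ratio.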
# Giardia kill: Small Molecules that selectively kill Giardia lamblia: qHTS; Giardia lamblia trophozoite viability; activity change, % at 7.66 µM, hits read low; 340,000 tested, 0.15% active; in the data active means activity change below about -80%; inconclusive means between about -30% and that limit;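 further: parasites exposed to compound for two days anaerobically before the ATP read; on the % scale 0 is the no-effect control and ±100 the full control effect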
#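 Media and compound were dispensed first, then trophozoites at 100 cells/well; plates sat 48 hrs at 37 deg C without oxygen before ATP luminescence reagent was added and read after 15-30 min at room temperature.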
# TCR act: Activators of T cell receptors: qHTS campaign. primary human leukocytes, anti-CD3, IL-2 HTRF, 48 h. Potency, µM (top dose mostly 9.22 µM), inactives show at the top dose activation of IL-2 secretion, usual class: activators. 330,000 tested, under 10 active. AID 504894, 2011; further: % of control where 0% means no effect
#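 Primary human leukocytes receive a-CD3 beads and test compound and are incubated 48 hr. Secreted IL-2 is then assayed by HTRF, measuring 665nm acceptor emission after 320nm excitation of the europium donor.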
# GALK inhibitor: qHTS Assay for Inhibitors of Human Galactokinase (GALK). Purified GALK, Kinase-Glo residual ATP luminescence. Potency, µM (series often up to 57.5 µM), for inactives: at the highest dose activity change, negative = inhibition, actives largely listed as inhibitors. 270,000 tested, 0.007% active. AID 1868, 2009; further: potency means the concentration at half of the fitted maximal effect; on the % scale 0 is the no-effect control and ±100 the full control effect
# Target sequence (P51570 whole entry, looked up): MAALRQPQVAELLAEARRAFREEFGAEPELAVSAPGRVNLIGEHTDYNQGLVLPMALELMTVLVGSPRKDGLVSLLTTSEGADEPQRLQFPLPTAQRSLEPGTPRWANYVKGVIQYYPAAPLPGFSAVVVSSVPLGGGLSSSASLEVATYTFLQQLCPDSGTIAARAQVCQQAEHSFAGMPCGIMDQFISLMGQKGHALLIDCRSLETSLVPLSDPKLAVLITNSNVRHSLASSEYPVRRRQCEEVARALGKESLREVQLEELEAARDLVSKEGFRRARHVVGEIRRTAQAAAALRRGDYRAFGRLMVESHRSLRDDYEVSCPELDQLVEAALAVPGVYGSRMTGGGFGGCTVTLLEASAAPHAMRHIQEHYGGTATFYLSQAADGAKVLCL
#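 GALK at 5 nM final was combined with compound, 35 uM ATP and 100 uM galactose in HEPES pH8.0 with MgCl2 and DTT. The reaction ran one hour at room temperature before luminescent ATP detection.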
# Numbers without * were called inactive; ? = inconclusive; . = not tested or not shown; [ ] = another dose, or the depositor's remark. Unless noted, the call rests on the fitted dose curve; in most records, active means well fitted curve in the direction sought with a large enough effect; inconclusive means small, poorly fitted or top-dose-only effect, or another doubt; inactive means no such curve, though single readings can be large; an effect the other way counts as inactive or inconclusive.
SMILES,hERG WT inh,AT treatment,MLL CXXC-DNA inh,TSHR antag,Coupling enz,Tb PFK block,Chronic BCR inh,Giardia kill,TCR act,GALK inhibitor
Fc1ccc(C(c2nnnn2C2CCCCC2)N2CCCC2)cc1 (stereo not drawn),2,1%,-2%,0,4,-3%,?,-22,0%,3%
CCC(=O)Nc1c(OC(=O)CC)ccc2c(C)cc(=O)oc12,-3,-2%,106%[activator],-3,3,4%,-8%,-17,-4%[46.1 µM],-1%
O=C(Cc1ccccc1)NNc1c2ccccc2nc2ccccc12,-9,-4%,-2%,-11,0,1%,5%,4,.,0%
Cc1ccc(-n2nc3c(=O)n(CC(=O)NCCc4ccccc4C)nc(C)c3c2C)cc1,11,10%,6%,6,.,-2%,-1%,6,0%,5%
CCOC(=O)c1sc(=S)n(CC)c1NC(=O)C1CC1,-6,3%,4%,-7,1,-8%,4%,-8,3%,-1%
O=C(CSc1nnnn1C1CCCC1)N1CCOCC1,.,-3%,5%,8,2,1%,1%,24,0%,2%
COc1ccc(NC(C)C(=O)N/N=C/c2cc(Br)ccc2OC)cc1 (stereo not drawn),-1,-4%,12%,-19,-1,-2%,?,-13,-6%,8%
O=C(CSc1nnc(CNc2ccc(F)cc2)n1Cc1ccco1)N1CCCC1,1,2%,-12%,-7,-1,1%,1%,5,-3%,0%
CN(Cc1ccccc1)S(=O)(=O)c1ccc(OCC(=O)N2CCOCC2)cc1,21,-3%,3%,-8,4,-6%,3%,-10,.,-1%
Cc1occc1C(=O)N1CCN(S(C)(=O)=O)CC1,6,-3%,-4%,-2,0,6%,6%,14,-18%[46.1 µM],0%
COCCn1c(-c2ccc(C)cc2)nc2oc3cc(OC)ccc3c(=O)c2c1=O,6,-7%,-3%,12,-1,-3%,-1%,-17,0%,0%
Cc1cc(C)nc(N(C#N)Cc2cccc([N+](=O)[O-])c2)n1,-2,5%,4%,9,3,2%,-7%,-14,3%,9%
O=C(O)c1cc(O)c2c(c1)[C@H]([C@H]1c3cc(C(=O)O)cc(O)c3C(=O)c3c(O[C@@H]4O[C@H](CO)[C@@H](O)[C@H](O)[C@H]4O)cccc31)c1cccc(OC3O[C@H](CO)[C@@H](O)[C@H](O)[C@H]3O)c1C2=O (stereo partly drawn),8,9%,.,.,.,?,5%,0,10%,.
COc1ccc(NC(=O)[C@@H](NC(=O)N2C[C@H]3C[C@@H](C2)c2cccc(=O)n2C3)C(C)C)cc1OC,-18,-1%,-3%,-8,-1,-2%,-6%,-19,-2%,.
CC1CCCN(C(=O)COC(=O)CNC(=O)c2sc3ccccc3c2Cl)C1 (stereo not drawn),-14,-8%,.,-3,.,4%,1%,9,-10%,.
C[C@@H]1CN([C@@H](C)CO)C(=O)c2cc(NC(=O)Nc3ccc4c(c3)OCO4)ccc2O[C@H]1CN(C)S(=O)(=O)c1ccc(F)cc1,-17,-7%,.,7,.,10%,1%,-4,2%,.
CC1=NN(CCC#N)C(=O)/C1=C/c1ccc(N(C)C)cc1,-1,-14%,5%,2,-7,21µM*,1%,5,4%,-7%
O=C(Nc1ccon1)c1ccc(Br)o1,5,-7%,-3%,5,2,1%,2%,0,3%,2%
Cc1ccc(C)n1-c1ccc(C(=O)NCc2ccncc2)cc1,.,-6%,-2%,8,0,0%,-7%,10,2%,10%
CN(c1ccccc1)S(=O)(=O)c1ccc(C(=O)Nc2nnc(C3CC3)s2)cc1,9,12%,0%,7,4,5%,2%,-7,5%,.
CCC(Sc1nc(C)cc(=O)[nH]1)C(=O)Nc1ccc(Cl)cn1 (stereo not drawn),5,15%,4%,-7,6,-3%,11%,?,-3%,2%
COc1cccc(O)c1CN1CCC(Oc2ccc(C(=O)NCc3ccccn3)cc2)CC1,6,5%,4%,4,0,-5%,0%,-21,-7%,2%
Fc1ccccc1OCCSc1nnnn1-c1ccccc1,9,17%,0%,-1,-11,11%,?,6,-4%,-1%
CCOCCCNC(=O)CN1C(=O)COc2ccc(S(=O)(=O)N3CC(C)CC(C)C3)cc21 (stereo not drawn),-18,-1%,5%,0,.,1%,1%,-1,-3%,-3%
COc1cc(NC(=O)CCn2c(=O)oc3ccccc32)cc(OC)c1OC,1,-1%,21%,-2,2,0%,?,-2,-2%,-1%
CCn1c(-c2ccco2)n[nH]c1=S,-2,-8%,-2%,2,3,-3%,3%,-8,1%,-1%
COC(=O)/C(=C1/Oc2ccc(C)cc2S1)C(F)(F)F,.,-2%,-4%,11,0,-1%,6%,25,3%[46.1 µM],.
CCOC(=O)C1=C(C)NC(=O)NC1/C(C)=C/c1ccccc1 (stereo not drawn),-19,-1%,3%,4,-1,-5%,-3%,4,-1%,0%
CC(Nc1c([N+](=O)[O-])c(=O)oc2ccccc12)c1ccccc1 (stereo not drawn),-2,-5%,-4%,-9,-3,3%,-15%,-15,5%,.
CCCNC(=O)CSc1nccn1Cc1ccco1,-11,-2%,-1%,0,2,0%,0%,22,.,-3%
COC(=O)C(Cc1ccccc1)NC(=O)c1cccc(S(=O)(=O)N(C)C)c1 (stereo not drawn),0,-2%,-3%,-6,3,2%,-5%,7,-5%,-3%
COc1ccccc1NC(=O)CSc1nc2c(oc3ccccc32)c(=O)n1C,-4,-2%,-3%,8,.,-7%,-12%,14,10%,5%
CCSc1ncc(/C=N/Nc2ccc(Cl)cc2)n1C,-10,4%,-1%,25,-22,-3%,9%,-20,1%,3%
Nn1cc(-c2ccccc2)nc1SCC(=O)NC1CCS(=O)(=O)C1 (stereo not drawn),-9,7%,22%,-3,4,-5%,?,-8,-4%,1%
COc1ccc2oc(C(=O)NC3CCCCC3)c(C)c2c1,2,7%,-4%,-10,.,5%,?,-18,4%,-6%
CCCCCCCC1CC(/C(C)=N/NC(N)=O)OC1=O (stereo not drawn),2,-5%,2%,3,5,-1%,0%,6,-30%,.
O=C(Nc1ccccc1)c1ccc2c(c1)CCN2S(=O)(=O)c1ccccc1,-14,-5%,1%,-16,.,-4%,-21%,3,-1%,-4%
CSCC[C@H](NC(=O)CCn1nnc2ccccc2c1=O)C(=O)O,-10,5%,-2%,-9,-2,-3%,?,22,2%,-2%
Cc1ccc2c(c1)sc1ncc(NC(=O)c3ccc(F)cc3)c(=O)n12,.,4%,5%,-5,0,1%,-8%,.,.,0%
Cc1ccc(NC(=O)N2C3CCCC2CC(NC(=O)C(C)(C)C)C3)cc1 (stereo not drawn),-11,15%,5%,5,3,2%,6%,-1,.,-3%
O=C(CCN1CCN(S(=O)(=O)c2ccc(Cl)cc2)CC1)Nc1ccccc1F,3,1%,14%,-9,-3,-1%,0%,-15,1%,-1%
O=c1[nH]c(-c2ccccn2)nc2ccccc12,-6,11%,-20%,-1,-2,-9%,?,3,-23%,5%
O=C(Nc1ccc(O)cc1)C1CCCN1S(=O)(=O)c1ccc(F)cc1 (stereo not drawn),7,-6%,2%,5,4,-15%,-1%,-1,-7%,0%
C=CCn1c(SCc2cc(=O)n3cc(C)ccc3n2)nnc1-c1cccc(C)c1,-3,-7%,3%,2,2,1%,7%,9,-22%[46.1 µM],0%
Cc1ccc(S(=O)(=O)N(C)C)cc1NC(=O)COC(=O)CN1C(=O)c2ccccc2C1=O,-11,-1%,.,3,.,0%,-2%,-6,.,.
Cc1nn(CC(=O)OCC(=O)Nc2cccc(S(N)(=O)=O)c2)c(C)c1[N+](=O)[O-],-8,3%,.,5,.,0%,1%,14,4%,.
Cc1ccc(NC(=O)CNCC(c2ccccc2)N(C)C)cc1F (stereo not drawn),24,3%,-25%,1,1,2%,1%,2,2%,-1%
CC(C)c1onc(C(=O)N(C)C2CCCCC2)c1[N+](=O)[O-],11,2%,0%,2,0,2%,2%,-1,2%,-1%
CC#CCN(Cc1ccco1)C(=O)c1ccc(OC2CCN(Cc3ccccn3)CC2)cc1,5,20%,3%,-6,.,0%,-2%,13,-8%,-6%

# In a second layout: entries from further up.
# Below each SMILES – hERG WT inh	AT treatment	MLL CXXC-DNA inh	TSHR antag	Coupling enz	Tb PFK block	Chronic BCR inh	Giardia kill	TCR act	GALK inhibitor
> CC(C)c1onc(C(=O)N(C)C2CCCCC2)c1[N+](=O)[O-]
    11	2%	0%	2	0	2%	2%	-1	2%	-1%
> CC#CCN(Cc1ccco1)C(=O)c1ccc(OC2CCN(Cc3ccccn3)CC2)cc1
    5	20%	3%	-6	.	0%	-2%	13	-8%	-6%
